Bcl-B Bim block: human Bim-Bcl-B interaction inhibition. Q9HD36. bead-based flow cytometry, Bim peptide-Bcl-B binding. inhibition, % at 10 µM. hit rate 0.073% among 190,000. AID 951;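 note: 0% = tracer peptide without compound and 100% = reference inhibitor peptide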
Bfl-1 Bim block: inhibitors of Bim-Bfl-1 interaction, human. Q16548. Bead-based flow cytometry, Bim-Bfl-1 binding inhibition. inhibition, % at 10 µM. hit rate 0.12% among 190,000;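 note: 0% = wells without compound plus tracer and 100% = blocker peptide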
ABCB1 inh: inhibitors of human ABCB1 transporter, ABCG2 counter-screen; hit rate 0.067% among 190,000; CCRF-Adr cells, JC-1 efflux, flow cytometry; inhibition, % at 6.6 µM; P08183; in the data active = inhibition above about 40%;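 note: 0% = vehicle and 100% = reference inhibitor; higher value means more JC-1 retained so stronger ABCB1 efflux block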
Bim-Bcl-2: inhibitors of Bim-Bcl-2 interaction, human; P10415; Bead-based flow cytometry, Bim peptide-Bcl-2 binding; inhibition, % at 10 µM; hit rate 0.06% among 190,000; AID 950; in the data active = inhibition above about 40%; inconclusive = no clear call, values can overlap the other calls;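 note: 0% = no compound wells with probe peptide and 100% = reference peptide inhibitor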
RGS4-Gao reg: modulates binding of RGS4 to human Galphao | P09471 | Multiplexed bead flow cytometry; actives lie on both sides | binding response (% of control), % at 10 µM | hit rate 0.33% among 220,000 | AID 1415; in the data active = binding response below about 49% or above about 150%; inactive = in between;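 note: fluorescent Galphao activated with aluminum fluoride binding bead-coupled RGS4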
GSH bead fluor: compound fluoresces at 488/530 nm on GSH beads; GSH beads flow cytometry, compound fluorescence 488/530 nm; stronger effect = higher value; fluorescence (KMESF) at 10 µM; hit rate 0.25% among 190,000; in the data active = fluorescence above about 89;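 note: glutathione beads carrying GST-tagged Bcl family fusion proteins plus one bare bead set; values are compound well signal with DMSO vehicle wells as background; inactives centre near 16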
Bim-Bcl-XL: inhibitors of Bim-Bcl-XL interaction, human | Q07817 | Bim peptide-Bcl-XL binding, bead flow cytometry, fluorescence | inhibition, % at 10 µM | hit rate 0.04% among 190,000 | AID 1007
Target sequence (Q07817 whole entry, looked up): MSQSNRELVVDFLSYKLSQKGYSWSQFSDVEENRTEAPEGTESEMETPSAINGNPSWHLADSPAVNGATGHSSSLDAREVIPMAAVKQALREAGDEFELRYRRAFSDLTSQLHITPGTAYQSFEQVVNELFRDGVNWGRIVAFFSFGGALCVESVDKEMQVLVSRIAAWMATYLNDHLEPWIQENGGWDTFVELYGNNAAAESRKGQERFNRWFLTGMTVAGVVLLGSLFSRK
RGS7-Gao reg: regulators of human RGS7-Galphao interaction. P09471. Multiplexed bead flow cytometry, RGS7-Galphao binding; actives lie on both sides. binding response (% of control), % at 10 µM. hit rate 0.35% among 220,000. AID 1439; in the data active = binding response below about 49% or above about 150%; inconclusive = no clear call, values can overlap the other calls; inactive = in between;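 note: fluorescent Galphao held in activated GDP-AlF4 state binding bead-coupled RGS7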
RGS8-Gao reg: modulates binding of RGS8 to human Galphao; P09471; multiplexed bead flow cytometry; actives lie on both sides; response (percent of control binding), % at 10 µM; hit rate 0.34% among 220,000; in the data active = response below about 60% or above about 140%; inactive = in between;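 note: Galphao activated as the GDP aluminium fluoride complex binding bead-coupled RGS8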
Bim-Bcl-W: disrupts Bim peptide binding to human Bcl-W; inhibition, % at 10 µM; bead-based flow cytometry; hit rate 0.02% among 190,000; AID 952; Q92843;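 note: 0% = bound tracer without compound and 100% = peptide blocker; higher means less fluorescent Bim peptide bound to Bcl-W beads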
ABCG2 inh: blocks JC-1 efflux by human ABCG2 transporter; Q9UNQ0; IgMXP3 cells, flow cytometry; inhibition, % at 6.6 µM; hit rate 0.1% among 190,000;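 active = inhibition above 80%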;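 note: 0% = DMSO and 100% = nicardipine control wells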
Target sequence (Q9UNQ0 whole entry, looked up): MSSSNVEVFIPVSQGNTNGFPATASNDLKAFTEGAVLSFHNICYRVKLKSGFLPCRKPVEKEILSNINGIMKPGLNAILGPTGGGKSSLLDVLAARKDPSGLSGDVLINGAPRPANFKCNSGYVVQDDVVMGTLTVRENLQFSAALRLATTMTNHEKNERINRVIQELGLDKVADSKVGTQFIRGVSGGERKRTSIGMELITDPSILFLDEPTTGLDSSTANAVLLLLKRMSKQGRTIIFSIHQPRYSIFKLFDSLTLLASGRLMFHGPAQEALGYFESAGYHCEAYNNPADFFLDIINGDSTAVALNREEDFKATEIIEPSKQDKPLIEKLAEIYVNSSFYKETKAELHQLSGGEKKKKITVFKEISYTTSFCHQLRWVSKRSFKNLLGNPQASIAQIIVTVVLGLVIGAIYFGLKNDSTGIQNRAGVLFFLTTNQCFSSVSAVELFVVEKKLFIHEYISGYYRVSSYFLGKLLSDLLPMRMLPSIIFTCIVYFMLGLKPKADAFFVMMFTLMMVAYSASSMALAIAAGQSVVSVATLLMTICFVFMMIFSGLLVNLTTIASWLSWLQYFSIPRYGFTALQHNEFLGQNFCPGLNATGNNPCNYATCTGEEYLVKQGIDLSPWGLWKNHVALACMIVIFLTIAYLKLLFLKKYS
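test system = two drug-resistant human cell lines, ABCG2 and ABCB1 | amount = 3 million cells/mL final, two lines in 1:1 ratio | reagent = JC-1 transporter substrate | doses = one concentration, 6.6 µM final | incubation = 10 min at 25 °C | signal = flow cytometric JC-1 green MFI at 530 nm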
* marks the source's active call; other numbers are inactive results; ? = inconclusive. Cut-off read from the data, not from the text of the source, unless noted: active = inhibition above about 40%. Compounds were not picked by outcome; overall some 1.1% were active at least once.

SMILES	Bcl-B Bim block	Bfl-1 Bim block	ABCB1 inh	Bim-Bcl-2	RGS4-Gao reg	GSH bead fluor	Bim-Bcl-XL	RGS7-Gao reg	RGS8-Gao reg	Bim-Bcl-W	ABCG2 inh
CC1CCCN(c2nc(-c3cccnc3)nc3scc(-c4ccccc4)c23)C1 (stereo not given)	-7	0	1.3	-3	98	17	-8	99	98	-9	2
O=C(COC(=O)CCCN1C(=O)c2cccc3cccc(c23)C1=O)Nc1cccc(C(F)(F)F)c1	0	-1	-0.6	2	100	24	-4	102	102	-2	12
O=c1cnnc(Nc2cccc(C(F)(F)F)c2)[nH]1	-1	-4	0.4	-1	98	10	-3	94	101	0	1
Cc1ccc(OCC(=O)N2CCN(C(=O)c3ccco3)CC2)cc1	1	4	1.0	-2	99	11	0	?	102	-2	8
COCC(N)(c1ccccc1)c1nc2ccccc2n1C (stereo not given)	-8	-12	0.7	-10	102	28	-5	104	107	-4	15
Cc1cc(Cl)ccc1OCc1nnc2n1CCCCC2	-6	-4	1.6	-4	101	14	-2	?	101	1	9
Cc1noc(/C=C/N(C)C)c1S(=O)(=O)N1CCCC(C(=O)NC2CCCCC2C)C1 (stereo not given)	-5	-9	0.3	-8	98	13	0	98	98	0	0
CC1=C(/C=C/C(C)=N\NC(=O)c2ccncc2)C(C)(C)CCC1	-3	-3	-0.4	0	98	9	-5	103	102	-2	0
C/C(CC(=O)Nc1ccc2c(c1)OCCO2)=N\NC(=O)c1ccccn1	-3	3	-0.5	-2	95	11	-2	95	93	-4	0
O=C1CCNc2ccc(-c3ccccc3)cc21	-10	-2	-0.8	-3	100	20	-7	102	101	-4	-2
COCCN1C(=O)c2ccccc2C(C(=O)NCCCN2CCCC2=O)C1c1c[nH]c2ccccc12 (stereo not given)	-4	-13	-0.3	-12	95	22	-5	95	96	0	13
Cc1ccc2c(c1)nnn2C1CCN(C(=O)c2ccccc2F)CC1	0	-4	1.0	0	98	14	4	97	97	3	5
Cc1ccc(CN2C(=O)C(C)Oc3ccccc32)cc1 (stereo not given)	-3	0	0.9	-1	109	14	-1	111	130	-3	11
Cn1c(=O)c2c(nc(Cl)n2Cc2ccncc2)n(C)c1=O	-9	-6	0.0	-7	101	13	-7	96	102	-2	0
COc1ccccc1CNC(=O)CC1Sc2ccccc2NC1=O (stereo not given)	-8	-10	0.1	-6	102	11	-3	100	108	-3	0
CCOc1ccc(-c2cc(N3C(=O)Nc4ccccc4N3O)n[nH]2)cc1	1	4	0.1	2	102	10	-1	104	100	-2	0
CCOC(=O)c1ccc(NC(=O)c2ccc(C)c(S(=O)(=O)N3CCOCC3)c2)cc1	-4	0	0.6	-6	94	11	0	93	96	1	1
Cc1ccc(NC(=O)CCC(=O)NNC(=O)c2ccccc2)c(C)c1	-4	-11	0.2	1	106	19	-5	93	99	-1	1
CCOc1ccccc1N(CC(=O)Nc1ccc2c(c1)OCCO2)S(C)(=O)=O	-6	-12	2.2	-9	98	31	-6	100	102	-2	4
CCCn1nc(C(=O)N2CC(=O)Nc3ccccc32)c2ccccc2c1=O	-5	-2	1.5	-1	102	10	-4	99	100	-2	3
CC(Sc1nnc(Cn2c(=O)sc3ccccc32)n1C)c1ccccc1 (stereo not given)	-14	-8	1.1	-8	101	16	-8	100	102	-7	3
CC(C)NC(=O)C1CCCN(c2nnc(-n3cccc3)s2)C1 (stereo not given)	-6	-10	1.1	-9	108	19	-3	110	108	-3	7
CC(C)N(C)CCOC(=O)/C=C/c1ccccc1	-10	0	-0.1	-5	100	6	-5	99	95	-1	0
CC1=CC(C)(C)N(C(=O)CNC2CCCC2)c2cc(C)ccc21	-9	-7	0.5	-11	102	13	-3	105	106	-4	1
Cc1ccc(-c2nc3ncccn3c2Nc2ccc3c(c2)OCCO3)o1	0	5	0.2	1	101	17	3	101	100	0	2
SMILES	Bcl-B Bim block	Bfl-1 Bim block	ABCB1 inh	Bim-Bcl-2	RGS4-Gao reg	GSH bead fluor	Bim-Bcl-XL	RGS7-Gao reg	RGS8-Gao reg	Bim-Bcl-W	ABCG2 inh
Cc1nn(C)cc1/C=N/NC(=O)Cn1nccc1C	0	5	-0.3	0	101	10	-3	99	96	-1	4
O=C(/C=C\Nc1ccc2c(c1)OCO2)c1ccc2c(c1)OCO2	-13	0	0.1	0	90	33	-1	85	105	0	2
O=C(Nc1ccccc1)N1CCCCC1c1cccnc1 (stereo not given)	-4	-16	-0.9	-5	92	32	-9	92	95	0	-3
CC(Sc1sc(=S)sc1SC(C)C(=O)O)C(=O)O (stereo not given)	-3	-6	-0.1	0	106	4	-2	107	104	4	0
Fc1cccc(NC(=S)NCCCN2CCOCC2)c1	-7	1	0.3	-2	84	21	0	99	93	-1	1
Cc1ccc(OCC(=O)Nc2nnc(C3CCCO3)s2)c(Br)c1 (stereo not given)	3	-2	0.5	1	96	10	-1	99	94	0	6
CC(C)(C)NC(=O)Cn1ccc(=N)c2ccccc21	6	11	0.7	9	92	27	6	91	89	4	2
CC(C)C(C)NC(=O)COC(=O)c1cc(S(=O)(=O)N(C)C)ccc1N1CCCC1 (stereo not given)	-1	0	0.2	-1	107	77	-1	105	103	-2	0
Cc1cccc(-c2nnc(SCC(=O)Nc3cccc(C(=O)N4CCOCC4)c3)n2C)c1	-7	-1	0.9	-4	97	20	-4	98	84	-5	7
CC(O)CNC(=O)C1CCN(Cc2ccc(OCc3ccccc3)cc2)CC1 (stereo not given)	-12	-23	0.1	-15	99	27	-10	104	103	-5	-1
Cc1cc(C(=O)OCC(=O)c2ccc3c(c2)OCCO3)c(C)o1	-5	-3	0.6	-1	91	25	-6	94	98	-3	3
COc1ccc(CC(=O)Nc2cccc(-c3nnc(-c4ccc(C)cc4)o3)c2)cc1OC	0	-3	2.4	-7	98	22	-1	99	103	5	4
CCOC(=O)N1CCC(NCCNC(=O)c2ccco2)CC1	-3	-8	0.1	-5	100	12	-2	104	103	-4	0
COC(=O)c1ccc(N2CCN(CC(=O)c3ccc(-c4ccccc4)cc3)CC2)c([N+](=O)[O-])c1	-2	8	1.3	0	97	18	0	99	100	-1	10
O=C(NNC(=S)NC1CCCCC1)c1ccccc1Cl	-23	0	-0.3	-6	101	17	-4	?	98	0	0
O=C(COC(=O)C1(c2cccc(F)c2)CCCC1)NCc1cccs1	-4	-5	2.0	-2	98	15	-2	?	99	-3	3
Cc1ccc(CCCOC(=O)CN2CCCCC2)cc1	-1	-2	0.2	0	107	12	-3	105	106	3	1
Cc1nn(Cc2ccc(F)cc2)c(C)c1NC(=O)c1cc(-c2ccc3c(c2)OCO3)on1	-5	-18	0.1	-4	104	4	-7	97	100	-1	3
CCCCCCCCN1C(=O)C(O)=C(C(C)=O)C1c1ccccn1 (stereo not given)	-9	-6	-0.1	-8	106	27	-11	100	104	-4	-2
CC(C)C[C@H](NC(=O)c1[nH]cnc1C(=O)N[C@H](C)c1ccccc1)C(=O)OCc1ccccc1	-3	-3	2.7	-1	103	18	0	102	107	4	9
CC(C)(C)C(=O)Nc1nnc(SCC(=O)NCc2ccco2)s1	-7	-8	0.5	-8	98	13	-3	98	100	-1	2
CN(C(=O)CS(=O)(=O)c1cccc(Cl)c1)c1ccccc1	0	-2	0.2	0	89	18	-1	83	94	1	2
CS(=O)(=O)Nc1ccc(C2=NN(S(=O)(=O)c3ccccc3)C(c3cccs3)C2)cc1 (stereo not given)	-1	-2	0.3	-2	103	14	0	100	101	1	-1
COCCNC(=O)CSc1nc2cc(OC)c(OC)cc2c(=O)n1CCC1=CCCCC1	-11	-24	19	-17	104	25	-13	109	106	-5	88*
CCOC(=O)C1=C(c2ccccc2)N=C2SCC(=O)N2C1c1ccc2c(c1)OCO2 (stereo not given)	-2	-1	0.9	0	93	13	1	100	102	-1	3
SMILES	Bcl-B Bim block	Bfl-1 Bim block	ABCB1 inh	Bim-Bcl-2	RGS4-Gao reg	GSH bead fluor	Bim-Bcl-XL	RGS7-Gao reg	RGS8-Gao reg	Bim-Bcl-W	ABCG2 inh
O=C(CCN1C(=O)c2ccccc2C1=O)NC(=S)Nc1cccc(Cl)c1	-5	-6	-0.1	-2	101	13	-4	104	106	0	0
C=CCn1c(-c2csc3ccccc23)n[nH]c1=S	-14	2	0.1	-1	103	21	-4	101	98	-4	0
C[C@@H](C(=O)Nc1ccccc1N1CCOCC1)N1C(=O)C2CC=CCC2C1=O (stereo not given in full)	1	-1	0.5	-1	107	20	-1	106	105	0	2
COc1ccc(NC(=S)N(CCCN2CCOCC2)C(C)c2cc3ccccc3o2)cc1 (stereo not given)	-4	-2	2.6	1	101	14	0	98	100	-2	0
O=C1N=C(N2CCCC2)CN1c1ccccc1	-12	3	0.0	4	102	23	-3	104	100	0	3
COc1ccc(OC)c([C@@H]2OCCC=C[C@H]2C)c1	-7	1	0.1	0	100	17	-1	99	100	1	-4
Cc1nc2sc(C(c3ccco3)N3CCN(c4cccc(Cl)c4)CC3)c(O)n2n1 (stereo not given)	-8	8	0.9	14	98	18	1	98	103	0	2
CCN(CC)c1ncnc2c1cnn2C	-14	-17	0.5	-15	95	28	-7	97	97	-4	8
Cc1ccc(NC(=O)c2cc(S(=O)(=O)N3CCCCC3)cs2)cc1	0	-1	0.4	-2	100	13	4	94	98	0	4
COc1cccc(NC(=O)Nc2cc(C(=O)O)ccc2C)c1	-2	-5	-0.2	-6	100	11	-1	97	98	0	1
O=C(CSc1nnnn1-c1ccccc1)N1CCCc2ccccc21	-1	-3	2.0	-3	105	10	0	97	99	-3	15
Cc1ccc(CNC(=O)c2cc3c(=O)n(C)c4ccccc4c3n2C)o1	-2	-8	1.6	-4	102	22	-3	96	99	1	5
c1cc(Nc2cccc3nccnc23)c2nccnc2c1	-3	-3	-0.3	1	105	12	0	102	100	4	0
CCOC(=O)Cc1csc(NC(=O)CSc2nnnn2-c2ccc(C)c(C)c2)n1	-8	-3	0.8	-6	108	20	-7	110	105	-4	3
O=C(CCCN1C(=O)c2cccc3cccc(c23)C1=O)N1CCN(c2ccccc2O)CC1	-7	-1	0.9	-2	100	3	-5	97	101	-1	11
O=C(O)c1cccc(NS(=O)(=O)c2ccc3c(c2)OCCCO3)c1	1	-2	-0.8	4	101	11	2	?	100	0	-2
COc1cccc(CC(=O)Nc2cc(S(=O)(=O)N3CCOCC3)ccc2N2CCOCC2)c1	-6	-8	1.1	-2	100	14	1	?	100	0	1
CN1C(=O)C2ON(c3ccccc3)C(c3cccs3)C2C1=O (stereo not given)	-7	-10	0.2	-9	103	22	3	102	102	0	1
